Growth percent in the NCI-60 one-dose screen (48 h, 10 µM unless noted): 100 = growth as untreated, 0 = no growth, -100 = all killed.
OVCAR-5: OVCAR-5 ovarian cancer; hit rate 2.9% among 82,000
IGROV1: IGROV1 ovarian cancer; hit rate 4.7% among 79,000
SN12C: SN12C renal cancer cells; hit rate 3.8% among 81,000
786-0: 786-0 renal cancer cells. hit rate 5.1% among 81,000
TK-10: TK-10 renal cancer cells; hit rate 3.9% among 81,000
SK-OV-3: SK-OV-3 ovarian cancer cells | AID 1794785 | hit rate 3.2% among 80,000
UO-31: UO-31 renal cancer; hit rate 5.2% among 81,000; AID 1794768
OVCAR-4: OVCAR-4 ovarian cancer cells | hit rate 3.7% among 80,000
The depositor's hits bear a star; nt = no result given; & = joins results of further samples. The calls were made as follows: active = growth percent below 10; inactive = the rest. An excerpt. The share of hits here may be higher or lower than overall.

Codes: A = OVCAR-5; B = IGROV1; C = SN12C; D = 786-0; E = TK-10; F = SK-OV-3; G = UO-31; H = OVCAR-4
> CCC(C)N1CCN(c2ccccc2OC)CC1 (stereo not drawn)
  A: 89 | B: 103 | C: nt | D: 98 | E: 101 | F: 108 | G: 98 | H: 102

> Cc1ccc(C(=O)O[C@H](C(=O)O)[C@H](OC(=O)c2ccc(C)cc2)C(=O)O)cc1
  A: 114 | B: 103 | C: 102 | D: 101 | E: 105 | F: 97 | G: 85 | H: 103

> CN1C(=O)[C@]23SSC1(C)C(=O)N2[C@H]1Nc2ccccc2C1([C@@]12c4ccccc4N[C@@H]1N1C(=O)C4(C)SS[C@]1(C(=O)N4C)[C@H]2O)[C@@H]3O (stereo partly drawn)
  A: -66* | B: -72* | C: -96* | D: -99* | E: -96* | F: -99* | G: -100* | H: -99*

> Nc1nc(N)c(-c2ccc(Cl)c(Cl)c2)c(CP(Cl)(Cl)(Cl)Br)n1
  A: 47 | B: 13 | C: 59 | D: 39 | E: 91 | F: 73 | G: 72 | H: 86

> O=C(NC(Cl)=C(Cl)Cl)P(=O)(c1ccccc1)c1ccccc1
  A: 105 | B: 95 | C: 107 | D: 101 | E: 118 | F: 107 | G: 96 | H: 101

> COC1=CC(=O)O[C@@H](CCc2ccccc2)C1
  A: 103 | B: 108 | C: 104 | D: 113 | E: 145 | F: 110 | G: 102 | H: 109

> CCN(CC)CCc1ccccn1
  A: 106 | B: 105 | C: 105 | D: 100 | E: 106 | F: 106 | G: 99 | H: 123

> O=C1CC=C2C3CC4N(CCC45c4cc(O)c(O)cc4N1C25)C/C3=C\CBr (stereo not drawn)
  A: 97 | B: 143 | C: 111 | D: 110 | E: 96 | F: 96 | G: 104 | H: 101

> CCOC(=O)C(C)(C)Br
  A: 106 | B: 107 | C: 111 | D: 98 | E: 104 | F: 101 | G: 93 | H: 96

> O=C(NCCF)NCCCl
  A: 104 | B: 93 | C: 105 | D: 96 | E: 99 | F: 105 | G: 86 | H: 105

More structures:
Codes: A = OVCAR-5; B = IGROV1; C = SN12C; D = 786-0; E = TK-10; F = SK-OV-3; G = UO-31; H = OVCAR-4
> COc1ccc2c(c1)C1(C)CCN(C)CC(C1)C2O (stereo not drawn)
  A: 99 | B: 87 | C: 99 | D: 95 | E: 95 | F: 107 | G: 87 | H: 103

> CCCCOP(=O)(CCC(=O)NC)OCCCC
  A: 101 | B: 106 | C: 96 | D: 107 | E: 107 | F: 108 | G: 81 | H: nt

> CNC(=O)Oc1cc2c(cc1C(C)(C)C)CCC2
  A: 105 | B: 96 | C: 108 | D: 102 | E: 96 | F: 89 | G: 73 | H: 108

> COC(=O)CCc1c[nH]c2ccc(N(CCCl)CCCl)cc12
  A: 80 | B: 66 | C: 37 | D: 25 | E: 90 | F: 66 | G: 20 | H: 80

> O=C1/C(=C/c2cn(Cc3ccccc3)c3ncccc23)N2CCC1CC2
  A: 92 | B: 94 | C: 73 | D: 97 | E: 93 | F: 105 | G: 47 | H: 83

> CNC(=O)Oc1cccc(N(C)C)c1
  A: 102 | B: 108 | C: 95 | D: 102 | E: 108 | F: 100 | G: 87 | H: 106

> C[C@@H](CO)NC(=O)C1C=C2c3cccc4[nH]cc(c34)C[C@H]2N(C)C1 (stereo partly drawn)
  A: 105 | B: 109 | C: 105 | D: 107 | E: 113 | F: 113 | G: 92 | H: 99

> COC(=O)C12CC(=O)OC1(c1ccccc1[N+](=O)[O-])N2 (stereo not drawn)
  A: 100 | B: 97 | C: 103 | D: 110 | E: 108 | F: 102 | G: 89 | H: 95

> C/C(=N/OC(=O)N(C)C)c1cc(Cl)ccc1Cl
  A: 104 | B: 104 | C: 103 | D: 98 | E: 98 | F: 98 | G: 77 | H: 107

> O=C(O)CNC(=O)C(Cl)(Cl)Cl
  A: 97 | B: 100 | C: 100 | D: 99 | E: 96 | F: 108 | G: 88 | H: 100

Continuation.
Codes: A = OVCAR-5; B = IGROV1; C = SN12C; D = 786-0; E = TK-10; F = SK-OV-3; G = UO-31; H = OVCAR-4
> CCC(C)(C)c1ccc(O)cc1
  A: 98&98 | B: 108&102 | C: 99&96 | D: 102&99 | E: 100&100 | F: 100&99 | G: 93&87 | H: 105&108

> CCC(C)P(=O)(N1CC1C)N1CC1C (stereo not drawn)
  A: 93 | B: 104 | C: 103 | D: 93 | E: 145 | F: 103 | G: 84 | H: 109

> CSP(=S)(SC)SC(C)C
  A: 95 | B: 106 | C: 109 | D: 94 | E: 88 | F: 105 | G: 95 | H: 101

> CC1CCC2C(C)C(=O)OC3OC4(C)CCC1C32OO4 (stereo not drawn)
  A: 82 | B: 65 | C: 93 | D: 106 | E: 95 | F: 97 | G: 69 | H: 77

> O=C1C=C2C=CC3CC2(O1)C1CCCCN1O3 (stereo not drawn)
  A: 111 | B: 110 | C: 110 | D: 103 | E: 103 | F: 111 | G: 88 | H: 103

> O=[N+]([O-])c1ccc2c(c1)Cc1cc(N(CCCl)CCCl)ccc1-2
  A: 103 | B: 78 | C: 92 | D: 100 | E: 102 | F: 94 | G: 67 | H: 97

> Cc1ccc(-c2nc3ccc(Cl)cc3c(=O)n2-c2ccccn2)cc1
  A: 93 | B: 86 | C: 104 | D: 102 | E: 117 | F: 114 | G: 87 | H: 79

> CC1(C)CN=C(NN=C(/C=C/c2ccc(C(F)(F)F)cc2)/C=C/c2ccc(C(F)(F)F)cc2)NC1
  A: -88* | B: 22 | C: -74* | D: -90* | E: -18* | F: -7.7* | G: 8.5* | H: -92*

> CCCCCCCCNC(c1ccccc1)C(O)c1ccccc1 (stereo not drawn)
  A: 101 | B: 87 | C: 89 | D: 75 | E: 98 | F: 85 | G: 85 | H: 102

> NC(Cc1ccc(N(CCCl)Cc2ccccc2)cc1)C(=O)O (stereo not drawn)
  A: 124 | B: 98 | C: 115 | D: 106 | E: 97 | F: 97 | G: 73 | H: 102

New compounds follow.
Codes: A = OVCAR-5; B = IGROV1; C = SN12C; D = 786-0; E = TK-10; F = SK-OV-3; G = UO-31; H = OVCAR-4
> CCOC(=O)CC(SP1(=S)OCC2(CCCCO2)C(C2CCCCO2)O1)C(=O)OCC (stereo not drawn)
  A: 96 | B: 110 | C: 99 | D: 106 | E: 104 | F: 91 | G: 68 | H: 115

> COC1=C(Cl)C(=O)c2ccccc2C1=O
  A: 129 | B: 110 | C: 93 | D: 99 | E: 144 | F: 92 | G: 76 | H: 86

> Clc1cc(Cl)nc(N2CC2)n1
  A: 121 | B: 118 | C: 111 | D: 102 | E: 90 | F: 105 | G: 107 | H: 105

> CN1C2CNC(=O)CC1C1CCC2C1 (stereo not drawn)
  A: 109 | B: 108 | C: 105 | D: 112 | E: 106 | F: 102 | G: 84 | H: 117

> CC1=C2C(=C[C@@](C)(COS(C)(=O)=O)[C@@H]2O)C(=O)[C@](C)(O)C12CC2
  A: 1.8* | B: 8.2* | C: 14 | D: 4.2* | E: 5.3* | F: -14* | G: -8.9* | H: -0.1*

> C[C@]12CCC(=O)C[C@@H]1CC[C@@H]1[C@@H]2CC[C@]2(C)C(=O)CC[C@@H]12
  A: 87 | B: nt | C: 96 | D: 95 | E: 85 | F: 95 | G: 92 | H: 98

> CC12CCC3C(CCC4=CC(=O)CCC43C)C1C/C(=C\c1ccc(OCC(=O)N3CCCC3)cc1)C2=O (stereo not drawn)
  A: 97 | B: 80 | C: 67 | D: 83 | E: 76 | F: 94 | G: 87 | H: 51

> O=C(CN1CCOCC1)c1ccccc1
  A: 106 | B: 106 | C: 104 | D: 96 | E: 100 | F: 106 | G: 84 | H: 98

> ClCCN(CCCl)c1ccc(-n2cnc3c(Cl)ncnc32)cc1
  A: 117 | B: -85* | C: 48 | D: 106 | E: 85 | F: 91 | G: -86* | H: nt

> O=C(/C=C/c1ccccc1)NCCc1cnc[nH]1
  A: 107 | B: 118 | C: 99 | D: 99 | E: 109 | F: 98 | G: 78 | H: 117

(list continues)
Codes: A = OVCAR-5; B = IGROV1; C = SN12C; D = 786-0; E = TK-10; F = SK-OV-3; G = UO-31; H = OVCAR-4
> Cc1ccc(C(=O)NCCCOc2ccc(N3C(N)=NC(N)=NC3(C)C)cc2Cl)cc1S(=O)(=O)F
  A: 52 | B: -28* | C: 35 | D: 91 | E: 103 | F: 101 | G: 105 | H: 111

> CCOC(=O)CC1Oc2ccc3c(c2NC1=O)c(C(=O)OCC)c(C)n3Cc1ccccc1 (stereo not drawn)
  A: 67 | B: 93 | C: 89 | D: 79 | E: 106 | F: 89 | G: 64 | H: 81

> O=[N+]([O-])c1cc([N+](=O)[O-])c(Cl)cc1Cl
  A: -69* | B: nt | C: -89* | D: -68* | E: -93* | F: 104 | G: -94* | H: -99*

> COc1ccc2nc(-n3nc(C)c4c3NC(=O)CSC4c3ccc4c(c3)OCO4)sc2c1 (stereo not drawn)
  A: 128 | B: 87 | C: 88 | D: 95 | E: 101 | F: 73 | G: 45 | H: 94

> CN=C(NN)NN
  A: 111 | B: 112 | C: 113 | D: 103 | E: 125 | F: 110 | G: 91 | H: 117

> O=C1NP(=O)(Cc2nc3ccccc3c(=O)[nH]2)Nc2ccccc21 (stereo not drawn)
  A: 95 | B: 91 | C: 100 | D: 105 | E: 122 | F: 99 | G: 79 | H: 122

> Oc1c(I)cc(I)cc1I
  A: 99 | B: 112 | C: 97 | D: nt | E: 103 | F: 109 | G: nt | H: 104

> CCCCN1CCCC[C@@H]1C(=O)N[C@H](C(=O)N(C)[C@H](C[C@@H](OC(C)=O)c1nc(C(=O)NC2CCC(C(=O)OC)CC2)cs1)C(C)C)C(C)C (stereo partly drawn)
  A: 57 | B: 40 | C: 46 | D: 37 | E: 56 | F: 24 | G: 53 | H: 52

> CCOP(=O)(OCC)/C(C#N)=C/c1ccc(OC)cc1
  A: 103 | B: 113 | C: 104 | D: 103 | E: 97 | F: 110 | G: 95 | H: 102

> CC(=O)N1N=C(c2ccc3c(c2)OCO3)CC1c1sc(N(CCCl)CCCl)nc1Cl (stereo not drawn)
  A: 101 | B: 93 | C: 101 | D: 100 | E: 103 | F: 84 | G: 87 | H: 88

Of the compounds above, 4 have an NH in an aromatic ring.
Codes: A = OVCAR-5; B = IGROV1; C = SN12C; D = 786-0; E = TK-10; F = SK-OV-3; G = UO-31; H = OVCAR-4
> COC(=O)CCc1c[nH]c2ccc(N(CCCl)CCCl)cc12
  A: 80 | B: 66 | C: 37 | D: 25 | E: 90 | F: 66 | G: 20 | H: 80

> C[C@@H](CO)NC(=O)C1C=C2c3cccc4[nH]cc(c34)C[C@H]2N(C)C1 (stereo partly drawn)
  A: 105 | B: 109 | C: 105 | D: 107 | E: 113 | F: 113 | G: 92 | H: 99

> O=C(/C=C/c1ccccc1)NCCc1cnc[nH]1
  A: 107 | B: 118 | C: 99 | D: 99 | E: 109 | F: 98 | G: 78 | H: 117

> O=C1NP(=O)(Cc2nc3ccccc3c(=O)[nH]2)Nc2ccccc21 (stereo not drawn)
  A: 95 | B: 91 | C: 100 | D: 105 | E: 122 | F: 99 | G: 79 | H: 122

(cont.)
Codes: A = OVCAR-5; B = IGROV1; C = SN12C; D = 786-0; E = TK-10; F = SK-OV-3; G = UO-31; H = OVCAR-4
> CN(C)C(=O)Oc1cc(OC(=O)N(C)C)cc(C(O)CNC(C)(C)C)c1 (stereo not drawn)
  A: 106 | B: 113 | C: nt | D: 104 | E: 125 | F: 115 | G: 87 | H: 107

> COc1cc2c(cc1OC)C13CC[N+]4([O-])CC5=CCOC6CC(=O)N2C1C6C5CC34 (stereo not drawn)
  A: 82 | B: 44 | C: 102 | D: 111 | E: 114 | F: 112 | G: 79 | H: 116

> O=C1O[C@H]2CC[C@H]3SC[C@@H]1N23
  A: 91 | B: 36 | C: 96 | D: 101 | E: 111 | F: 113 | G: 112 | H: 106

> CC(O)CSP(=S)(Oc1ccccc1)Oc1ccccc1 (stereo not drawn)
  A: 101 | B: 102 | C: 106 | D: 105 | E: 113 | F: 102 | G: 96 | H: 106

> CN1CCCCC1C(C)(O)c1ccccc1 (stereo not drawn)
  A: 94 | B: 100 | C: 102 | D: 95 | E: 95 | F: 98 | G: 93 | H: 100

> CCOc1cc2c(cc1OC)CN(C)CC2
  A: 102 | B: 95 | C: 88 | D: 98 | E: 97 | F: 104 | G: 96 | H: 103

> CCSCCC(N)C(=O)O (stereo not drawn)
  A: 78 | B: 100 | C: 110 | D: 96 | E: 106 | F: 111 | G: 95 | H: 101

> CC(C)=CCC/C(C)=C/C=N\N=C(/N)N[N+](=O)[O-]
  A: 103 | B: 99 | C: 100 | D: 80 | E: 87 | F: 99 | G: 70 | H: 93

> COc1cccc(/C=C/[N+](=O)[O-])c1
  A: 93 | B: 56 | C: 100 | D: 55 | E: 91 | F: 94 | G: 46 | H: 104

> OB([O][Hg][c]1ccccc1)[O][Hg][c]1ccccc1
  A: -64* | B: -54* | C: -100* | D: -77* | E: -95* | F: -63* | G: -94* | H: 7.4*

> COc1ccc(-n2c(=S)[nH]c3ccc(C)cc3c2=O)cc1
  A: 115 | B: 118 | C: 100 | D: 120 | E: 117 | F: 102 | G: 86 | H: 108

Ordered by length of the SMILES (smallest number first): five of the compounds above
Codes: A = OVCAR-5; B = IGROV1; C = SN12C; D = 786-0; E = TK-10; F = SK-OV-3; G = UO-31; H = OVCAR-4
> CCOc1cc2c(cc1OC)CN(C)CC2
  A: 102 | B: 95 | C: 88 | D: 98 | E: 97 | F: 104 | G: 96 | H: 103

> O=C1O[C@H]2CC[C@H]3SC[C@@H]1N23
  A: 91 | B: 36 | C: 96 | D: 101 | E: 111 | F: 113 | G: 112 | H: 106

> CC(O)CSP(=S)(Oc1ccccc1)Oc1ccccc1 (stereo not drawn)
  A: 101 | B: 102 | C: 106 | D: 105 | E: 113 | F: 102 | G: 96 | H: 106

> COc1ccc(-n2c(=S)[nH]c3ccc(C)cc3c2=O)cc1
  A: 115 | B: 118 | C: 100 | D: 120 | E: 117 | F: 102 | G: 86 | H: 108

> CC(C)=CCC/C(C)=C/C=N\N=C(/N)N[N+](=O)[O-]
  A: 103 | B: 99 | C: 100 | D: 80 | E: 87 | F: 99 | G: 70 | H: 93

High-throughput results as filed in PubChem.
